Assay outcomes from PubChem BioAssay.
PKM2 act – activators of human pyruvate kinase M2; P14618; purified PKM2, Kinase-Glo ATP luminescence, activation; response scale: 0% is enzyme alone, no compound; Potency, µM (doses to about 57.5 µM), inactives show at the top dose activation, hits mostly activators; hit rate 0.34% among 260,000; AID 1631; note: potency is the fitted concentration of half-maximal effect; % is set by controls: 0 for no effect and ±100 for the full control effect; nearly all actives have a fitted effect of over 55% in size
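Purified hPK-M2 (>95%) run at intermediate activity with 0.1 mM ADP and 0.5 mM PEP in 50 mM imidazole pH 7.2, KCl, MgCl2; 1 h room temperature. ATP formed read by Kinase-Glo luminescence; normalized to uninhibited and no-enzyme controls.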
Rab9 promoter act – Rab9 promoter activation; Huh7 Rab9 promoter-luciferase reporter, luminescence, 24 h; Potency, µM (top dose mostly 9.22 µM), for inactives: at the highest dose activation, negative = inhibition, usual class: activators; hit rate 2.8% among 320,000; AID 485297; note: potency is the fitted concentration of half-maximal effect; % of control where 0% means no effect; nearly all actives have a fitted effect of over 60% in size
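Huh7 cells stably carrying a Rab9 promoter-luciferase reporter, 1500 cells per well in OP-MEM I with 10% FBS, treated with compound 24 hours at 37C. Luciferase activity read by luminescence after 10 minutes with Amplite reagent.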
Menin MLL FP TR – inhibitors of human menin-MLL interaction, mutant MLL peptide. Menin + Texas Red MLL mutant peptide, fluorescence polarization. Potency, µM (highest dose often 61.6 µM), for the others: at the highest dose FP activity change, negative = inhibition, most hits filed as inhibitors. hit rate 0.23% among 270,000. O00255; active = well fitted inhibition curve with a large enough effect in the polarisation, with a control signal flat, not every such curve was filed as active; inconclusive = small, poorly fitted or top-dose-only effect, or effect the other way, or a change in a side signal; inactive = no such curve, though single readings can be large or run the other way; the % refers to the polarisation; note: potency is the fitted concentration of half-maximal effect; % of control where 0% means no effect; many of its hits are not listed in these tables
Target sequence (O00255 whole entry, looked up): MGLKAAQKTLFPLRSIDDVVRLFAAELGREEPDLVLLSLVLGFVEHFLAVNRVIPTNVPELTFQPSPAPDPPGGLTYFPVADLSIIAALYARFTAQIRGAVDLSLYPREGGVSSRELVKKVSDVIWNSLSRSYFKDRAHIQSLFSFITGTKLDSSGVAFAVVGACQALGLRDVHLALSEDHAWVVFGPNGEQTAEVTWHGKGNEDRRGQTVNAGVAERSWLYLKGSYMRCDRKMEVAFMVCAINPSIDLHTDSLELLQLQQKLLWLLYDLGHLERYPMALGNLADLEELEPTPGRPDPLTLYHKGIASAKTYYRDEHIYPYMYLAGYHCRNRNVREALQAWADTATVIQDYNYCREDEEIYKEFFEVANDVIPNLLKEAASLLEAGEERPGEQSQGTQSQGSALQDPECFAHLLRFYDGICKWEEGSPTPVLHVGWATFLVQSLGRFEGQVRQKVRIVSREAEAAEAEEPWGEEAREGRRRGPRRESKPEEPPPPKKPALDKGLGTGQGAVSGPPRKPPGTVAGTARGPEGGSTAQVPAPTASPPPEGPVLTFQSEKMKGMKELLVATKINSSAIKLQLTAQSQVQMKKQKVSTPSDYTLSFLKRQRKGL
NPC1 prom act – activators of NPC1 promoter. Huh7 NPC1 promoter luciferase reporter, 24 h. Potency, µM (highest dose often 9.22 µM), without a hit: top-dose activation, most hits filed as activators. hit rate 2.4% among 320,000. AID 485313;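 note: potency is the fitted concentration of half-maximal effect; % of control where 0% means no effect; nearly all actives have a fitted effect of over 60% in size; reporter is driven by a mutant NPC1 promoter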
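Luciferase expression driven by the NPC1 promoter was measured in stably transfected Huh7 cells after a 24 h compound incubation, using a luciferase reagent and a luminescence read.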
RORg inh – blocks mouse ROR gamma transcriptional activity. Drosophila S2 Gal4-RORgamma UAS-luciferase reporter, 20 h. Potency, µM (titrated, usually from 53.6 µM), inactives show at the top dose activity change, negative = inhibition, hits mostly inhibitors. hit rate 5.4% among 310,000. P51450; note: potency is the fitted concentration of half-maximal effect; % is set by controls: 0 for no effect and ±100 for the full control effect; nearly all actives have a fitted effect of over 60% in size
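Stable Schneider cell line, Gal4 DNA-binding domain fused to ROR gamma, UAS-luciferase. Cmpd 1 hr RT → CuSO4 700 uM final → 20 hr RT → luciferase reagent 10 min → luminescence.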
VP16 counter – inhibits Gal4-VP16 luciferase reporter, ROR gamma counter-screen. hit rate 3.5% among 310,000. Drosophila S2 Gal4-VP16 UAS-luciferase, luminescence, 20 h. Potency, µM (doses to about 53.6 µM), inactives show at the top dose activity, negative = inhibition, actives largely listed as inhibitors;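 note: Gal4-VP16 expression switched on by copper sulfate through the metallothionein promoter; potency is the fitted concentration of half-maximal effect; % is set by controls: 0 for no effect and ±100 for the full control effect; nearly all actives have a fitted effect of over 50% in size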
p53 reactivation – mutant p53 re-activation in reporter cells. H1299 p53-A138V BP100-luciferase reporter, luminescence, 24 h. hit rate 0.063% among 320,000. AID 504706. Potency, µM (titrated, usually from 92.2 µM), for inactives: at the top dose activity change, positive = activation, actives largely listed as activators; note: potency is the fitted concentration of half-maximal effect; % of control where 0% means no effect; nearly all actives have a fitted effect of over 45% in size
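p53-null H1299 cells stably carrying temperature-sensitive p53-A138V and a BP100-luciferase reporter were pinned with compounds (4-point, 1:5 series) and held 24 hrs at 37 deg C. Luminescence was read 10 min after detection reagent.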
FLuc counter – inhibits or activates purified firefly luciferase, miR-21 counter-screen. P08659. purified FLuc, Km substrates, luminescence inhibition. Potency, µM (doses to about 57.5 µM), inactives show top-dose activity change, negative = inhibition, hits mostly inhibitors. hit rate 6.9% among 360,000;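 note: potency is the fitted concentration of half-maximal effect; plate controls were vehicle for no effect and reference inhibitor for full effect; nearly all actives have a fitted effect of over 55% in size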
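Purified P. pyralis luciferase, 10 nM final, with Km-level 10 uM D-luciferin and 10 uM ATP in 50 mM Tris acetate pH 7.5, 10 mM Mg acetate, 0.01% Tween-20, 0.05% BSA; 6-point qHTS titration about 60 µM downward; luminescence read.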
ELG1 genotoxic – inducers of genotoxicity in HEK293T ELG1-luciferase cells. HEK293T ELG1-luciferase reporter, luminescence, 16 h. Potency, µM (doses to about 46 µM), for inactives: at the top dose activity change, positive = activation, hits mostly activators. hit rate 1.3% among 330,000; note: potency is the fitted concentration of half-maximal effect; % of control where 0% means no effect; nearly all actives have a fitted effect of over 60% in size
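DMSO vehicle served as control against compound-treated ELG1-luciferase HEK293T cells; exposure lasted 16 hr at 37 °C and 5% CO2, followed by ONE-Glo luminescence detection after 30 min.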
Giardia killer – kills Giardia lamblia. Giardia lamblia trophozoite viability. activity change, % at 7.66 µM, hits read low. hit rate 0.15% among 340,000. AID 540267; in the data active = activity change below about -80%; inconclusive = between about -30% and that limit;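 note: parasites exposed to compound for two days anaerobically before the ATP read; % is set by controls: 0 for no effect and ±100 for the full control effect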
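Killing of trophozoites was scored by loss of ATP luminescence after a 48 hrs anaerobic exposure to compounds at 37 deg C, using 100 cells per well.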
BRCA1 expr act – activators of BRCA1 expression; hit rate 1.1% among 380,000; Potency, µM (top dose mostly 46.1 µM), inactives show at the top dose activation, hits mostly activators; MCF7-BRCA1-FFLuc reporter, luminescence, 48 h; response scale: scaled: vehicle 0%, 10 µM genistein 100%; note: potency is the fitted concentration of half-maximal effect; nearly all actives have a fitted effect of over 80% in size; some results filed as inactive show a strong effect at the top dose
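Luminescence from a BRCA1-driven firefly luciferase in MCF7 cells was read after 48 h compound exposure at 37 C. Data normalized against DMSO and a 10microM genistein activation control, then curve-fitted across the titration.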
An asterisk follows results filed as active; u = inconclusive; x = not tested or not shown; & = joins results of further samples; [ ] = dose if it differs, or a comment. Unless noted, calls come from the whole dose curve; as a rule, active = well fitted curve in the direction sought with a large enough effect; inconclusive = small, poorly fitted or top-dose-only effect, or another doubt; inactive = no such curve, though single readings can be large; an effect the other way counts as inactive or inconclusive.

compound	PKM2 act	Rab9 promoter act	Menin MLL FP TR	NPC1 prom act	RORg inh	VP16 counter	p53 reactivation	FLuc counter	ELG1 genotoxic	Giardia killer	BRCA1 expr act
CC(=O)Nc1cccc(-c2nc3ccccc3s2)c1C	-30%	11%	-1%	10%	-8%	-7%	-3%	6µM*	u	-7	12%
CCOC(=O)C1(Cc2cccc(OC)c2)CCN(Cc2cccn2-c2ccccn2)CC1	0%	-3%	u	-1%	-28%	-4%	-1%	1%	-6%	-13	-2%
COc1ccc(NS(=O)(=O)c2cc(NC(=O)c3ccc(=O)[nH]c3)ccc2C)cc1	x	-4%	x	-4%	x	x	21%	u	14%	u	-18%
CC(C)Cc1nc(N2CCN(C(=O)Cc3ccccc3)CC2)c(C#N)c2c1COC(C)(C)C2	5%	3%	-4%	-6%	-13%	-3%	1%	1%	-5%	x	x
O=C(COC(=O)/C=C/c1ccco1)Nc1ncc(C(F)(F)F)cc1Cl	9%	-3%	15%	-3%	-2%	u	22%	3%	0%	10	3%
Cc1cnc(NC(=O)c2ccc(Cl)nc2)s1	x	2.8µM*	34%[activator]	u	16µM*	u	u	12µM*	u	12	43%
Cc1ccc(NC(=O)C2CCN(C(=O)c3cccs3)CC2)c(C)c1	-2%	-1%	9%	-1%	-1%	1%	-2%	-2%	2%	-2	-12%
CCOc1ccc2nc(SCC(=O)NCc3ccc(OC)cc3)[nH]c2c1	x	0%	7%	0%	1%	2%	2%	-2%	-2%	2	-12%

Some of the entries so far, with each value named:
CC(C)Cc1nc(N2CCN(C(=O)Cc3ccccc3)CC2)c(C#N)c2c1COC(C)(C)C2
  PKM2 act = 5%; Rab9 promoter act = 3%; Menin MLL FP TR = -4%; NPC1 prom act = -6%; RORg inh = -13%; VP16 counter = -3%; p53 reactivation = 1%; FLuc counter = 1%; ELG1 genotoxic = -5%; Giardia killer = x; BRCA1 expr act = x

O=C(COC(=O)/C=C/c1ccco1)Nc1ncc(C(F)(F)F)cc1Cl
  PKM2 act = 9%; Rab9 promoter act = -3%; Menin MLL FP TR = 15%; NPC1 prom act = -3%; RORg inh = -2%; VP16 counter = u; p53 reactivation = 22%; FLuc counter = 3%; ELG1 genotoxic = 0%; Giardia killer = 10; BRCA1 expr act = 3%

The list goes on:
compound	PKM2 act	Rab9 promoter act	Menin MLL FP TR	NPC1 prom act	RORg inh	VP16 counter	p53 reactivation	FLuc counter	ELG1 genotoxic	Giardia killer	BRCA1 expr act
Cc1ccc(Cl)cc1NC(=O)CC1NC2CCCCC2NC1=O (configuration not stated)	-5%	-4%	14%	0%	2%	-10%	0%	0%	1%	29	5%
COc1ccc([C@]23Cc4ccccc4C(O2)c2c(cc(C)n(Cc4ccccc4)c2=O)O3)cc1	11%[11.5 µM]	-5%[1.84 µM]	12%[11.7 µM]	4%[1.84 µM]	4%[10 µM]	u	x	3%[11.5 µM]	x	x	x
O=C1C2CCCCC2C(=O)N1c1ccc(NC2CCCCC2)c([N+](=O)[O-])c1 (configuration not stated)	0%	3%	11%	-2%	30%	-13%	2%	-19%	0%	-23	2%
Cc1nonc1OCCNC(=O)C12CC3CC(CC(C3)C1)C2	1%	-6%	-4%	1%	-2%	0%	-3%	-1%	-1%	-4	0%
COc1cccc(NC(=O)COC(=O)c2ccccc2F)c1	-3%	1%	9%	-1%	23%	2%	5%	12µM*	-1%	6	1%
NCCNc1ccc([N+](=O)[O-])cc1	3%	-2%	x	-5%	23%	-2%	-3%	-3%	-1%	-20	-2%
CCN(CC)S(=O)(=O)c1ccc2c(c1)N(CC(=O)N1CCC(C(N)=O)CC1)C(=O)CO2	x	-2%	15%	0%	-13%	-8%	5%	-4%	1%[9.26 µM]	-9	23%
O=C(CCn1cnnn1)Nc1cccc(F)c1	x	5%	9%	-1%	0%	9%	-4%	1%	0%	-14	-13%

A few values from the entries so far.
In FLuc counter, `CCN(CC)S(=O)(=O)c1ccc2c(c1)N(CC(=O)N1CCC(C(N)=O)CC1)C(=O)CO2` has the entry -4%
In PKM2 act, `CC(C)Cc1nc(N2CCN(C(=O)Cc3ccccc3)CC2)c(C#N)c2c1COC(C)(C)C2` has the entry 5%
In p53 reactivation, `CCOc1ccc2nc(SCC(=O)NCc3ccc(OC)cc3)[nH]c2c1` has the entry 2%
In p53 reactivation, `O=C(COC(=O)/C=C/c1ccco1)Nc1ncc(C(F)(F)F)cc1Cl` has the entry 22%

Continuation.
compound	PKM2 act	Rab9 promoter act	Menin MLL FP TR	NPC1 prom act	RORg inh	VP16 counter	p53 reactivation	FLuc counter	ELG1 genotoxic	Giardia killer	BRCA1 expr act
COc1ccccc1-c1coc2cc(OCC(=O)OCc3ccccc3)ccc2c1=O	10%	0%	u	1%	52%	-10%	13%	u	0%	-2	13%
CC1CCCCN1CC(=O)Nc1ccccc1Sc1ccccc1 (configuration not stated)	10%	3%	-6%	1%	10%	-21%	2%	0%	1%	-2	-43%
COc1ccc(C(=O)CSc2ccc(-c3ccccc3)nn2)cc1	-12%	-5%	7%	0%	42%	2%	4%	-16%	-1%	0	-2%
CC1CCCC/C1=N\NC(=S)NCCc1ccccc1 (configuration not stated)	0%	12%	12%	1%	0.35µM*	1.8µM*	3%	u	7%	12	-3%
COc1cc(C(=O)N2CCN(c3ccccc3O)CC2)ccc1OCC(=O)N1CCOCC1	x	-5%	x	-6%	x	x	-2%	-1%	-1%	1	-21%
CC1=NN(C(C)C)C(=O)C1	1%	13%	-10%	8%	-4%	-5%	-2%	3%	2%	10	-9%
CCN1CCN(C(=O)c2cc3c(s2)-c2c(C)cccc2OC3)CC1	-1%	4µM*	-10%	u	u	-1%	x	11µM*	u	29	86%
O=C(Nc1ccccc1)Nc1cccc2cccnc12	7%	23%	u	3%	6%	12%	u	6µM*	6.3µM*	3	10%
CCN(CC)C(=O)CCNS(=O)(=O)c1ccc(C)cc1	3%	-5%	2%	1%	19%	0%	6%	3%	0%	-10	-8%
CCN(CC(=O)Nc1c(F)cccc1F)C(=O)/C=C/c1ccc2c(c1)OCO2	x	16%	x	16%	x	x	13%	u	1%	5	45%
Cc1cnc(C(=O)OCC(=O)c2ccccc2)cn1	x	-1%	x	-2%	x	x	4%	u	3%	-19	5%
CN1CCN(c2nc3c(c(=O)[nH]c(=O)n3C)n2Cc2ccc(Cl)cc2)CC1	3%	-2%	2%	2%	-25%	1%	x	5%	12%	-6	-17%
Cc1ccc(S(=O)(=O)/N=C(\CCl)N2CCOCC2)cc1	-4%	-17%	2%	-10%	-39%	-28%	-8%	-2%	-3%	14	-74%[inhibitor]
COc1ccc(N(CC(=O)NCc2cccnc2)S(=O)(=O)c2ccc(C)c([N+](=O)[O-])c2)cc1	0%	-5%	7%	-3%	10%	0%	23%	2%	-6%	5	-15%
COc1ccc2cc(C(=O)Nc3c(C)n(C)n(-c4ccccc4)c3=O)sc(=O)c2c1OC	4%	-1%	6%	2%	12%	7%	2%	-1%	3%	10	22%
CCCCOc1ccc(C(=O)N/N=C/c2cn[nH]c2-c2ccc(OC)c(OC)c2)cc1	9%	-3%	9%	-2%	u	12%	-10%	12µM*	-3%	-4	-17%
COc1ccc2nc(NC(=O)CCc3nc(-c4ccccc4F)no3)sc2c1	-7%	12%	2%	13%	3%[10 µM]	-1%	5%	0%	-1%	4	39%
Cc1ccc(S(=O)(=O)Nc2ccc(-c3nnc(SCC#N)n3C)cc2)cc1	20µM*	3%	6%	-5%	21%	-6%	-13%	0%	0%	-11	-14%
O=C(Nc1ccc(C(F)(F)F)cn1)Nc1cccs1	3%	u	x	23%	20%	u	8%	u	3%	-11	19%
COc1cc(NC(=O)CSc2ncccc2C(=O)OC(C)C)cc(OC)c1	-1%	-3%	2%	-3%	2%	-8%	4%	-3%&0%	2%	2	-18%
COc1cccc2[nH]c3c(N4CCCCC4)ncnc3c12	u	10%	-18%	28%	-38%	1%	7%	13µM*	27%	-7	30%
O=C(Cn1ccc2ccccc2c1=O)NCCC(=O)Nc1ccc2c(c1)OCCO2	2%	-1%	-4%	1%	20%	-1%	28%	0%	-1%	-3	-20%
Cc1csc(SCC(=O)Nc2nc(-c3ccccc3)cs2)n1	1%	20%	9%	13%	u	-4%	u	-12%	u	-16	63%

An excerpt; count on the stated rates, not on these rows.
